Screens deposited in PubChem BioAssay by National Center for Advancing Translational Sciences (NCATS).
HTT cytoprotect: qHTS Multiplex Assay to Identify Dual Action Probes in a Cell Model of Huntington: Cytoprotection (ATP). 0.14% of 230,000 active. AID 1471, 2008. PC12 HTT-Q103 induced, cytoprotection, ATP luminescence, 40 h. Potency, µM (doses to about 56.4 µM), for inactives: cytoprotection (ATP increase), actives largely listed as activators;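 further: % of control where 0% means no effect; nearly all actives have a fitted effect of over 45% in size; toxic huntingtin expression switched on by the ecdysone agonist tebufenozide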
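Compounds added alongside 100 nM tebufenozide, which induces toxic Q103 huntingtin exon 1-GFP in stable PC12 cells; surviving cells quantified by luminescent ATP measurement. Medium: phenol red-free DMEM, 5% equine and 5% calf serum.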
Tau fluor counter: Counterscreen qHTS for Inhibitors of Tau Fibril Formation, Fluorescence Polarization | tau K18 P301L Alexa594 fluorescence, heparin fibrillization | 0.93% of 280,000 active | Potency, µM (series often up to 57.7 µM), inactives show top-dose activity change, negative = decrease; further: on the % scale 0 is the no-effect control and ±100 the full control effect; nearly all actives have a fitted effect of over 55% in size
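Human tau K18 P301L (15 uM unlabeled, 0.24 uM Alexa 594-labeled) in 100 mM sodium acetate pH 7 with 20 uM heparin, 6 hr at 37 C. ThT 30 uM added, 1 hr ambient; Alexa 594 FP and total fluorescence read at 555/632 nm.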
JMJD2E inh: qHTS Assay for Inhibitors of Human Jumonji Domain Containing 2E (JMJD2E). AID 2147, 2009. Potency, µM (titrated, usually from 57.1 µM), for inactives: at the top dose activity change, negative = inhibition, hits mostly inhibitors. 1.6% of 230,000 active. Lysine-specific demethylase 4E (Homo sapiens), B2RXH2. JMJD2E catalytic domain, FDH-coupled NADH fluorescence (FDH is formaldehyde dehydrogenase); active means well fitted inhibition curve with a large enough effect, not every such curve was filed as active; inconclusive means small, poorly fitted or top-dose-only effect, or another doubt; inactive means no such curve, though single readings can be large or run the other way;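 further: 0% = wells with enzyme and -100% = buffer wells without enzyme; nearly all actives have a fitted effect of over 50% in size; many of its hits are not listed in these tables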
Target sequence (B2RXH2 1-337 limits assumed): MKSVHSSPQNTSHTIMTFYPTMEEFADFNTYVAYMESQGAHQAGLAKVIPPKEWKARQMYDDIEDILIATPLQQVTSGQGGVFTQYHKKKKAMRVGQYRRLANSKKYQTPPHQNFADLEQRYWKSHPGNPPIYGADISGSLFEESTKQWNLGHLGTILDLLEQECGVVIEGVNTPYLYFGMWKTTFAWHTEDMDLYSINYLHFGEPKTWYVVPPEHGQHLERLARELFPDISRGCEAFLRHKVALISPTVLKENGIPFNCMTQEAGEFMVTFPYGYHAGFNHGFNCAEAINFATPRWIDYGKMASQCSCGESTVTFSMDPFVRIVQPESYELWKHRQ
ALDH1A1 inh: qHTS Assay for Inhibitors of Aldehyde Dehydrogenase 1 (ALDH1A1) | Purified ALDH1A1, NADH fluorescence, propionaldehyde substrate | 7.3% of 220,000 active | Aldehyde dehydrogenase 1A1 (Homo sapiens), P00352 | Potency, µM (series often up to 75.3 µM), for the others: top-dose activity, negative = inhibition, hits mostly inhibitors | AID 1030, 2008; active means well fitted inhibition curve with a large enough effect, not every such curve was filed as active; inconclusive means small, poorly fitted or top-dose-only effect, or another doubt; inactive means no such curve, though single readings can be large or run the other way;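 further: plate controls were no enzyme wells and a reference inhibitor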
Target sequence (P00352 whole entry, looked up): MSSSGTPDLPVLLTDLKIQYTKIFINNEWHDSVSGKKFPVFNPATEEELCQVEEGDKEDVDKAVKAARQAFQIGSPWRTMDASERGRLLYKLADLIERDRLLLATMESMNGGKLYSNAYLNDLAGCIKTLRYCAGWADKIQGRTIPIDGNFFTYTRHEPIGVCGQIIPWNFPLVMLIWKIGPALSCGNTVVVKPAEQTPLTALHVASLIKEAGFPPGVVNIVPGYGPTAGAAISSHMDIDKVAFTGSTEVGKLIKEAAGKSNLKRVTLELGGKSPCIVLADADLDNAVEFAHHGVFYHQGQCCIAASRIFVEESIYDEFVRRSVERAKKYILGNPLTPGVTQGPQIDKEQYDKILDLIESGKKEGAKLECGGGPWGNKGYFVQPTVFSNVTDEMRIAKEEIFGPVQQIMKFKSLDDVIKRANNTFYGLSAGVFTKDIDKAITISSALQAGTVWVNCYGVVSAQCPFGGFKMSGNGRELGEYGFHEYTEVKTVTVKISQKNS
HTT aggregate: qHTS Multiplex Assay to Identify Dual Action Probes in a Cell Model of Huntington: Aggregate Formation (GFP) | PC12 HttQ103-GFP aggregates, Acumen cytometry, 40 h | Potency, µM (titrated, usually from 46.1 µM), without a hit: at the top dose activity change, negative = inhibition, actives largely listed as inhibitors | 1.1% of 220,000 active | AID 1688, 2009; further: on the % scale 0 is the no-effect control and ±100 the full control effect; nearly all actives have a fitted effect of over 60% in size
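PC12 cells stably carrying ecdysone-inducible HTT exon 1 Q103–GFP were induced with tebufenozide (100 nM final) and treated with library compounds in titration. GFP aggregates in lysates were counted by laser scanning cytometry.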
Tau fibril FP: qHTS for Inhibitors of Tau Fibril Formation, Fluorescence Polarization. 0.39% of 280,000 active. K18 P301L tau heparin fibrillization, Alexa594 FP, 6 h. Microtubule-associated protein tau (Homo sapiens), P10636. Potency, µM (titrated, usually from 57.7 µM), for the others: at the top dose activity, negative = inhibition, usual class: inhibitors; further: on the % scale 0 is the no-effect control and ±100 the full control effect; nearly all actives have a fitted effect of over 55% in size
Target sequence (P10636 561-689 P618L limits assumed): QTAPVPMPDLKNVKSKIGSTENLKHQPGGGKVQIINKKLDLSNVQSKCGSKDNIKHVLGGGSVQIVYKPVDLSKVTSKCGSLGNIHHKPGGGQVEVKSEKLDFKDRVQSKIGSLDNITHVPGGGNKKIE
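Human K18 P301L fragment (15 uM unlabeled plus 0.24 uM Alexa 594-labeled) in 100 mM sodium acetate pH 7 with compound, aggregation induced by 20 uM heparin for 6 hr at 37 C. ThT (30 uM) added for 1 hr, then Alexa 594 FP read.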
Tau ThT inhib: qHTS for Inhibitors of Tau Fibril Formation, Thioflavin T Binding; Microtubule-associated protein tau (Homo sapiens), P10636; recombinant tau K18 P301L (four-repeat tau fragment), heparin-induced fibrillization, ThT fluorescence; Potency, µM (series often up to 57.4 µM), for inactives: at the top dose activity, negative = inhibition, hits mostly inhibitors; 2.1% of 270,000 active; AID 1460, 2008; further: on the % scale 0 is the no-effect control and ±100 the full control effect; nearly all actives have a fitted effect of over 55% in size
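Heparin-induced (20 uM) aggregation of recombinant human K18 P301L tau, 15 uM unlabeled with 0.24 uM labeled, pH 7 acetate buffer, 6 hr at 37 C with compound. Fibrils quantified by 30 uM ThT fluorescence after 1 hr ambient incubation.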
SMN2 splice enh: qHTS Assay for Enhancers of SMN2 Splice Variant Expression. HEK293 SMN2-luciferase splicing reporter, luminescence, 30-36 h. Potency, µM (series often up to 46.1 µM), for inactives: at the highest dose activity change, positive = activation, usual class: activators. 2.8% of 210,000 active. AID 1458, 2008; further: % of control where 0% means no effect; nearly all actives have a fitted effect of over 55% in size
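HEK293 cells carry an SMN2 […]–luciferase reporter in which exon 7 inclusion puts luciferase in frame. Cells were plated 10-12 h before compound addition, then incubated 30-36 h at 37C. ONE-Glo luminescence was read; sodium butyrate at 4.5 mM final served as control.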
* marks the source's active call; other numbers are inactive results; ? = inconclusive; . = not tested or not shown; & = joins results of further samples; [ ] = dose if it differs, or a comment. Unless noted, the call rests on the fitted dose curve; in most records, active means well fitted curve in the direction sought with a large enough effect; inconclusive means small, poorly fitted or top-dose-only effect, or another doubt; inactive means no such curve, though single readings can be large; an effect the other way counts as inactive or inconclusive. Potency means the concentration at half of the fitted maximal effect. The list is partial; count on the stated rates, not on these rows.

Every second line gives: HTT cytoprotect	Tau fluor counter	JMJD2E inh	ALDH1A1 inh	HTT aggregate	Tau fibril FP	Tau ThT inhib	SMN2 splice enh
Cc1c(C(=O)Nc2ccc(F)cc2)oc2ccc(S(=O)(=O)N3CC(C)CC(C)C3)cc12 (stereo unspecified)
  -29%	-27%	?	8%	?	-13%	-6%	-49%[inhibitor]
O=C(Nc1ccccc1)C1=C[C@H](c2ccc3c(c2)OCO3)C[C@H](OCc2ccc(CO)cc2)O1
  -33%[10 µM]	-26%	?	28µM*	5%[9.22 µM]	?	-9%	.
COC(=O)c1ccccc1NC(=O)C1CCCC1
  -4%	-9%	?	?	-6%	1%	-8%	-13%
CC(C)(C)NC(=O)CSc1nc2scc(-c3ccccc3)c2c(=O)[nH]1
  ?	-3%	-3%	-5%	-8%	2%	?	-20%
C=C1C2(C(=O)Nc3ccc(SC(F)F)cc3)CCC(C2)C1(C)C (stereo unspecified)
  -8%[10 µM]	-19%	-2%	11%	28%	-15%	-10%	-33%[inhibitor]
NC(=O)c1ccsc1NC(=O)COC(=O)CSc1ccc(Cl)cc1
  -16%	-26%	-1%	4%	-2%	-10%	-3%	.
O=C(Cn1nc(C(F)(F)F)c2c1CCC2)NCc1ccc(F)cc1
  2%	0%	-3%	3%	-13%	-2%	2%	-17%
CN(C(=O)Nc1ccc(Cl)cc1)c1c2c(nn1C)CCCC2
  -18%	-3%	1%	7%	-10%	7%	-6%	-10%
COc1ccc(C2SCC(C(=O)O)N2C(C)=O)cc1 (stereo unspecified)
  ?	-10%	4%	9%	-5%	-3%	-9%	-9%
COc1cc(C(=O)NCC(=O)N/N=C/c2ccc(OC(=O)c3ccco3)cc2)cc(OC)c1OC
  -30%[inhibitor]	-5%	7%	7%	-8%	1%	-3%	-13%
Cc1cc(C)n(CCOC(=O)c2sc3ccccc3c2Cl)n1
  ?	-8%	-4%	-1%	-9%	14%	-20%	-11%
Cn1nnc2cc(C(=O)NC3CC3)ccc21
  -2%	-2%	2%	4%	1%	3%	-5%	-8%
Cn1c(C(=O)NCCCN2CCCCCC2)cc2c(=O)n(C)c3ccccc3c21
  -4%[10 µM]	3%	?	?	-14%	0%	?	13µM*
O=C(c1cccnc1Cl)N1CCOCC1
  -15%	-6%	-6%	6%	-18%	0%	-3%	-11%
O=C(NCc1ccncc1)Nc1cc(Cl)ccc1Cl
  21%[10 µM]	-12%	-2%	-7%	12%[9.22 µM]	-6%	-8%	.
Cc1ccc(NC(=O)N(Cc2cc3cc(C)cc(C)c3[nH]c2=O)CC2COCCO2)cc1 (stereo unspecified)
  -21%	1%	11%	?	2%	4%	-2%	0%
CCn1c(=O)c2ccccc2n2c(SCC(=O)N3CCc4ccccc4C3)nnc12
  -16%	-11%	-1%	0%	-20%	-7%	-3%	-7%
Cc1nn(-c2ccccc2)c(C)c1/C=C/C(=O)OCC(=O)Nc1ncc(Cl)cc1Cl
  -4%[10 µM]	-6%	?	?	2%	3%	-14%	16%
O=C(CCCOc1ccc(Cl)cc1Cl)NN1CCOCC1
  -1%[10 µM]	1%	1%	-1%	4%	-4%	-3%	3%
COc1ccccc1CNC(=O)c1cccc(C)c1[N+](=O)[O-]
  -14%[10 µM]	-3%	-14%	-1%	-7%	12%	0%	-3%
COC(=O)CSc1nc2cc(C)cc(C)c2cc1C#N
  1%[10 µM]	-14%	2%	2%	-12%[9.22 µM]	7%	?	24%
O=C(CSc1nnc(-c2ccccn2)n1-c1ccc(Cl)cc1)Nc1ccc2c(c1)OCO2
  -32%[inhibitor]	-19%	6%	0%	-11%	-6%	3%	-5%
O=C(c1ccccc1)c1cn[nH]c1-c1ccccc1O
  -5%	-4%	-4%	0%	-13%	1%	-4%	-6%
Cc1[nH]n(-c2ccc(Cl)c(Cl)c2)c(=O)c1CCO
  -33%[inhibitor]	-12%	1%	?	-30%	-6%	4%	.
O=C1CC(c2ccccc2)N1c1ccccc1 (stereo unspecified)
  9%	-6%	10%	-3%	0%	-6%	-6%	11%
CCOC(=O)C1=C(C)NC(=O)NC1c1cn(-c2ccccc2)nc1-c1ccc(OCC)cc1 (stereo unspecified)
  .	-24%	.	.	.	-3%	-18%	-28%
O=C(COC(=O)c1cccc(S(=O)(=O)N2CCc3ccccc32)c1)NCc1ccco1
  -21%	-18%	2%	-4%	21%	-11%	-8%	9%
Clc1ncc(CN2CCN(c3ccccc3)CC2)s1
  -37%[inhibitor]	-5%	-15%	-1%	24%	-3%	-7%	-12%
O=C(O)CCNS(=O)(=O)c1ccc(Oc2ccccc2)cc1
  -17%[0.074 µM]	1%	0%	7%	-8%	-2%	5%	22%
CCOC(=O)C1=NN(C(=O)c2ccccc2)C(O)(c2ccc(C)cc2)C1 (stereo unspecified)
  .	-10%	-22%	-8%	17%	11%	?	5%

(continued)
Every second line gives: HTT cytoprotect	Tau fluor counter	JMJD2E inh	ALDH1A1 inh	HTT aggregate	Tau fibril FP	Tau ThT inhib	SMN2 splice enh
O=C1N2CCSC2=NC1(NS(=O)(=O)c1ccccc1)C(F)(F)F (stereo unspecified)
  -35%	6%	13%	11%	-2%	-2%	4%	1%
O=C(NCC1CCCO1)C(c1ccncc1)N(Cc1cccs1)C(=O)CN1C(=O)c2ccccc2S1(=O)=O (stereo unspecified)
  -39%[10 µM]	5%[2.34 µM]	2%	?	8%[9.22 µM]	2%	-3%	.
C=CCC1(c2ccccc2)Oc2ccccc2-c2nc3cc(Cl)c(Cl)cc3nc21 (stereo unspecified)
  -5%&7%[10 µM]	0%&-9%[11.6 µM]	.	-4%&-6%[13.5 µM]	.	-3%&-4%[11.6 µM]	-3%&-8%[11.5 µM]	.
COc1cc(NC(=O)O[C@@H]2C(=O)c3cc(Br)ccc3O[C@H]2c2ccc3c(c2)OCO3)cc(OC)c1OC
  ?	-19%	-5%	-10%	.	-5%	-9%	1%
COc1ccc(N2CCN(C(=O)CSc3c4c(nc5ccc(Cl)cc35)CCCC4)CC2)cc1
  .	?	.	.	.	-5%	14µM*	-78%[inhibitor]
COC(=O)c1scc(C)c1NC(=O)C1CCCCC1
  1%	-10%	5%	-1%	-7%	3%	-12%	-5%
NS(=O)(=O)c1ccc(CCNC(=O)CCCn2c(=O)[nH]c3ccc(Br)cc3c2=O)cc1
  .	1%	-3%	15%	11%	-1%	3%	11%
CC(=O)N1CC=CC1(CC(C)C)C(=O)NCCc1c[nH]c2ccccc12 (stereo unspecified)
  10%	-4%&-10%	7%&0%	14%&1%	7%	6%&4%	-4%&-10%	15%&2%
O=C(Nc1ccc2c(c1)OCCO2)c1cc2sccc2n1Cc1ccc(F)cc1
  -48%[inhibitor]	?	?	?	?	5%	-15%	-30%[inhibitor]
COC(=O)c1cc(OC)c(OC)cc1NC(=O)CCCCCN1C(=O)CCC1=O
  5%[10 µM]	-3%	?	-12%	-10%	-6%	-7%	-20%
CCCC(=O)Nc1ccc2nc(SCC(=O)Nc3ccc(N4CCOCC4)c(Cl)c3)sc2c1
  -35%	14µM*[quencher]	-12%	?	?	5%	?	-10%
O=C(NCc1ccc(Cl)cc1)c1cc([N+](=O)[O-])ccc1Cl
  .	16%	10%	3%	.	-3%	9%	14%
N#Cc1ccc(NC(=O)N2CCC(c3nc4c(nnn4Cc4cccc(Cl)c4)c(=O)[nH]3)CC2)cc1
  -9%	?	-2%	-11%	0%	-12%	4%	-9%
NC(=O)Nc1n[nH]c(-c2ccccc2)n1
  2%&16%[10 µM]	7%	-4%	10%[13.5 µM]	5%[9.22 µM]	9%	4%	-4%[9.22 µM]
O=C(Cn1nnc(-c2ccccc2)n1)N/N=C/c1cc([N+](=O)[O-])c(Cl)cc1Cl
  -5%[10 µM]	-10%	12%	17%	-6%	15%	-12%	-19%
Cc1onc(-c2c(F)cccc2Cl)c1C(=O)NCCN1CCNC1=O
  9%[10 µM]	-4%	0%	.	8%[9.22 µM]	-6%	2%	.
COc1ccc2c(c1)O[C@@H](c1ccc3c(c1)OCO3)[C@H](O)C2=O
  13%	-4%	8%	-6%	.	-8%	-10%	20µM*
CCOC(=O)CN1C(=O)C(Sc2n[nH]c(-c3cccc(C)c3)n2)CCc2ccccc21 (stereo unspecified)
  2%	-7%	-5%	8%	3%	-3%	-4%	.
Cc1ccc(-n2c3nc(=O)n(C)c(=O)c-3cc3ccccc32)cc1
  -1%[10 µM]	-5%	?	.	-16%[9.22 µM]	6%	-4%	.
CCc1nnc(NC(=O)c2cc(-c3ccccc3)nn2-c2ccccc2)s1
  -12%	-5%	6%	14%	-5%	-12%	-19%	-18%
CCCSc1nnc(NC(=O)c2nc(SC)ncc2Cl)s1
  32%[10 µM]	-11%	-10%	-8%	4%	2%	-9%	-2%
Cc1ccc(S(=O)(=O)NN/C(=N/S(=O)(=O)c2ccccc2)c2ccccc2)cc1
  9%	2%	4%	-5%	-4%	-1%	0%	4%
S=C(Nc1ccccc1)Nn1cnnc1
  ?	5%	-2%	6.3µM*	0%	0%	?	11%
CC(C)(C)c1cc(C(=O)NC2CC2)n(Cc2ccc(F)cc2)n1
  -2%[10 µM]	-11%	-11%	.	12%[9.22 µM]	-5%	.	.
